rTrxR1 inhibitor = qHTS Assay for Inhibitors of Mammalian Selenoprotein Thioredoxin Reductase 1 (TrxR1): qHTS | Thioredoxin reductase 1, cytoplasmic (Rattus norvegicus), O89049 | recombinant rTrxR1, NADPH fluorescence consumption, selenite substrate | Potency, µM (doses to about 114 µM), inactives show at the highest dose activity change, negative = inhibition, hits mostly inhibitors | actives 1% (n = 390,000) | AID 588453, 2011; further: on the % scale 0 is the no-effect control and ±100 the full control effect; nearly all actives have a fitted effect of over 65% in size
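Rat TrxR1 (90 nM in the dispensed reagent) was pre-reduced with 400 uM NADPH for 5 min at room temperature, then incubated with compound for 15 min. After 400 uM selenite was added, NADPH fluorescence (Ex 340/Em 450 nm) was followed for 8 min.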
RGS4 inhibitor = Inhibitors of Regulator of G Protein Signaling (RGS) 4: qHTS | Regulator of G-protein signaling 4 (Homo sapiens), P49798 | Transcreener GDP fluorescence polarization, RGS4-accelerated GTP hydrolysis | Potency, µM (top dose mostly 114 µM), for the others: top-dose activity change, negative = inhibition, usual class: inhibitors | actives 0.039% (n = 390,000) | AID 504845, 2011; further: on the % scale 0 is the no-effect control and ±100 the full control effect; nearly all actives have a fitted effect of over 75% in size; some results filed as inactive show a strong effect at the top dose
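MLSMR compounds (23 nl, pin-transferred) preincubated 10 min at room temperature with a 500nM (2x) first reagent, then RGS4 at 900nM (2x) plus Transcreener GDP mix added; fluorescence polarization (620/688 nm) read before and after 90 min at 30 °C.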
Pin1 inh = qHTS Assay to Find Inhibitors of Pin1; Pin1 FP peptide displacement, HiFluor488, 10 min; Potency, µM (series often up to 115 µM), inactives show top-dose activity, negative = inhibition, most hits filed as inhibitors; actives 0.009% (n = 390,000); AID 504891, 2011; active means well fitted inhibition curve with a large enough effect in the polarisation, with a control signal flat, not every such curve was filed as active; inconclusive means small, poorly fitted or top-dose-only effect, or effect the other way, or a change in a side signal; inactive means no such curve, though single readings can be large or run the other way; the % refers to the polarisation; further: on the % scale 0 is the no-effect control and ±100 the full control effect
GLS inh = qHTS for Inhibitors of Glutaminase (GLS); Glutaminase kidney isoform, mitochondrial (Homo sapiens), O94925; GLS enzymatic activity, qHTS titration; Potency, µM (doses to about 45.5 µM), for inactives: at the highest dose activity change, negative = inhibition, actives largely listed as inhibitors; actives 0.21% (n = 410,000); AID 624170, 2012; further: on the % scale 0 is the no-effect control and ±100 the full control effect
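hKGA in 45 mM KH2PO4 pH 8.2, 0.02% Tween-20 with pin-transferred compounds; 1 mM L-glutamine (stock) plus glutamate oxidase/HRP/Amplex Red coupling added. Fluorescence read initially and after 30 min at RT.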
ALOX12 inh = Primary qHTS assay for inhibitors of human arachidonate 12S-lipoxygenase (ALOX12): Round 2; actives 1.1% (n = 580,000); purified 12hLO, xylenol orange hydroperoxide absorbance; Potency, µM (top dose mostly 108 µM), for the others: top-dose activity change, negative = inhibition, actives largely listed as inhibitors; AID 1671190, 2021; Polyunsaturated fatty acid lipoxygenase ALOX12 (Homo sapiens), P18054; further: on the % scale 0 is the no-effect control and ±100 the full control effect
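Purified human 12hLO at 150 nM in 25 mM Hepes, 0.01% Triton X-100, pH 7.0, preincubated 15 min at room temperature with compound. Reaction started with 40 uM arachidonic acid, 30 min at room temperature. Hydroperoxide measured by Fe-xylenol orange, 573/405 nm absorbance ratio.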
PGK inhibitor = qHTS Assay to Find Inhibitors of Phosphoglycerate Kinase; Potency, µM (titrated, usually from 57.5 µM), for the others: at the top dose activity change, negative = inhibition, hits mostly inhibitors; Phosphoglycerate kinase, glycosomal (Trypanosoma brucei brucei), P07378; AID 602233, 2012; actives 0.043% (n = 380,000); PGK/GAPDH coupled, Kinase-Glo luminescence, 60 min; further: on the % scale 0 is the no-effect control and ±100 the full control effect; nearly all actives have a fitted effect of over 60% in size
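Luminescent ATP detection (Kinase-Glo Plus) follows a 60-minute room-temperature incubation, with wells lacking PGK as controls. Buffer: 100 mM TEA (pH 7.6), 5 mM MgCl2, 0.01% Tween-20. Coupling enzyme GAPDH (100 nM final) supplies unstable 1,3-BPG in-well.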
JMJD2A Tudor inh = qHTS Assay for Inhibitors of JMJD2A-Tudor Domain. AlphaScreen JMJD2A-Tudor / H3K4me3 peptide binding. Potency, µM (titrated, usually from 114 µM), without a hit: at the highest dose activity change, negative = inhibition, most hits filed as inhibitors. actives 4.4% (n = 390,000). AID 504339, 2011; further: on the % scale 0 is the no-effect control and ±100 the full control effect; nearly all actives have a fitted effect of over 50% in size
Target sequence (O75164 whole entry, looked up, the tested form may be a part): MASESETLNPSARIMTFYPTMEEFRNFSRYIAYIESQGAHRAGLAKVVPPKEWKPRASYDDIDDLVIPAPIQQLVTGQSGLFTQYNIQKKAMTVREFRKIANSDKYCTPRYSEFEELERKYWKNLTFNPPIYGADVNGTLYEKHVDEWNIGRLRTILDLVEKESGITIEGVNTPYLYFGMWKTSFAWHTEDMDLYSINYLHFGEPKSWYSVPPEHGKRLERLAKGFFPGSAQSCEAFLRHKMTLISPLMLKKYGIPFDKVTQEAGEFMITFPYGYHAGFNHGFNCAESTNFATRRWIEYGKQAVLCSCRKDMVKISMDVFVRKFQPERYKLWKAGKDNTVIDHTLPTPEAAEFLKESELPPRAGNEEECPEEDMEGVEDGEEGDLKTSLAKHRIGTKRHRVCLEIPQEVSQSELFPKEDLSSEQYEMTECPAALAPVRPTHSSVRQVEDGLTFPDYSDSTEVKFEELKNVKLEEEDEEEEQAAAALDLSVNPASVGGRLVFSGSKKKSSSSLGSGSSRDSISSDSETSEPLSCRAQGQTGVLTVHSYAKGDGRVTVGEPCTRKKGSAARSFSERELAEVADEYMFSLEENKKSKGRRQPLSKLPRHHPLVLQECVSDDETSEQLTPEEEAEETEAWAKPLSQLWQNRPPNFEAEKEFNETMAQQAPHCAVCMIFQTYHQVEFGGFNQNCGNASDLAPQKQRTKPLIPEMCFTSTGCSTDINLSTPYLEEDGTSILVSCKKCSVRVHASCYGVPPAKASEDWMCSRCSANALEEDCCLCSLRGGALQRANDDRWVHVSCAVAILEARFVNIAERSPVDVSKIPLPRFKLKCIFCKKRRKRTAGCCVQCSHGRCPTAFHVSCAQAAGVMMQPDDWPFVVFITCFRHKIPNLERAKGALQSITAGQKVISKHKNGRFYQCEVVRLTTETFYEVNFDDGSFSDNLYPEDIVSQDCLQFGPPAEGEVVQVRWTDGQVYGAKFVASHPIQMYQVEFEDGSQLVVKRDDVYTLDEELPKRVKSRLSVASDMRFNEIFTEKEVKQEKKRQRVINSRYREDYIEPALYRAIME
HP1b chromo inh = HTS for Inhibitors of HP1-beta Chromodomain Interactions with Methylated Histone Tails | Potency, µM (top dose mostly 114 µM), for inactives: at the top dose activity change, negative = inhibition, most hits filed as inhibitors | Chromobox protein homolog 1 (Homo sapiens), P83916 | actives 0.56% (n = 390,000) | AlphaScreen HP1-beta / biotin-H3K9me3 peptide binding | AID 540317, 2011; further: nearly all actives have a fitted effect of over 70% in size; inactives centre near 23
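HP1-beta protein (50 nM final) preincubated 30 min at room temperature with biotinylated H3(1-18)K9me3 peptide (50 nM) in PBS pH 7.4, 0.01% Tween-20, then compound added for 30 min. AlphaScreen streptavidin donor/nickel chelate acceptor beads (10 ug/mL final), 30 min dark, luminescence read.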
ERG-DNA inh = qHTS for Small Molecule Inhibitors of the ERG Ets/DNA interaction; Transcriptional regulator ERG (Homo sapiens), P11308; fluorescence polarization, His-ERG Ets domain / labelled DNA; Potency, µM (series often up to 76.9 µM), for the others: top-dose FP activity, negative = inhibition, hits mostly inhibitors; actives 0.028% (n = 370,000); active means well fitted inhibition curve with a large enough effect in the polarisation, with a control signal flat; inconclusive means small, poorly fitted or top-dose-only effect, or effect the other way, or a change in a side signal; inactive means no such curve, though single readings can be large or run the other way; the % refers to the polarisation;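 further: polarization taken with two DNA probes labelled with fluorescein and Texas red; % of control where 0% means no effect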
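His-tagged ERG Ets domain (1 uM in the protein solution; 300mM KCl, 50mM Tris-HCl, 1mM EDTA, 1mM DTT, pH 7.5) received compound, then a probe mix of 5 nM fluorescein-DNA and 100nM Texas-615-DNA. Fluorescence polarization was read for both dyes.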
* hit, by the source's call; i = inactive; ? = inconclusive; / = no result given; [ ] = dose if it differs, or a comment. Unless noted, the call rests on the fitted dose curve; in most records, active means well fitted curve in the direction sought with a large enough effect; inconclusive means small, poorly fitted or top-dose-only effect, or another doubt; inactive means no such curve, though single readings can be large; an effect the other way counts as inactive or inconclusive. Potency means the concentration at half of the fitted maximal effect.

SMILES	rTrxR1 inhibitor	RGS4 inhibitor	Pin1 inh	GLS inh	ALOX12 inh	PGK inhibitor	JMJD2A Tudor inh	HP1b chromo inh	ERG-DNA inh
CN(CCn1ccnc1)C(=O)CC1C(=O)NCCN1Cc1ccccc1C(F)(F)F (stereo unspecified)	-15%	5%	6%	0%	0%	9%	-5%	22%	2%
CC(=O)N1N=C(c2ccccc2)CC1c1ccc(F)cc1 (stereo unspecified)	22%	-2%	-2%	-2%	-20%	-3%	-7%	29%	-6%
COc1ccc(C(=O)Nn2cnnc2)cc1	20%	-19%	-2%	14%	0%[57.4 µM]	-2%	-8%	7%	2%
Cc1cc(C)cc(N2CC(O)=C(c3nc4ccccc4c(=O)[nH]3)C2=N)c1	-7%[57.1 µM]	?	113%[activator]	-14%	?	1%	-29%	41%[activator]	4%
COc1ccc(CCNS(=O)(=O)c2ccc(-n3cnnn3)cc2)cc1OC	23%	-22%	-11%	4%	-1%	-7%	-9%	-16%	1%
CC(=O)c1cc2c(cc1NC(=O)c1cnc(C)cn1)OCO2	3%[57.1 µM]	-2%[11.4 µM]	3%	0%	-16%	-1%	-17%[57.1 µM]	35%	0%
O=C(CCc1nnc2n(CCc3ccccc3)c(=O)c3ccccc3n12)NCCCN1CCCCC1	12%	-9%	6%	2%	2%	i	-12%	9%[57 µM]	-9%
CC(C)Sc1ncc(Cl)c(C(=O)N(Cc2ccc(N(C)C)cc2)C2CCS(=O)(=O)C2)n1 (stereo unspecified)	13%	-18%	-9%	15%	-3%	-4%	56µM*	?	0%
CC(Oc1ccc(Cl)cc1Cl)C(=O)N(Cc1ccco1)C1CCS(=O)(=O)C1 (stereo unspecified)	-16%[57.1 µM]	-7%	-2%	6%	331%[activator]	-1%	5%	19%	-1%
CCc1ccc(NC(=O)C(=O)c2cn(CC(=O)N3CCCCC3)c3ccccc23)cc1	-12%	-47%	0%	4%	2%	-9%	-22%	21%	/
C#CCOCCOCCOCCNc1nc(N2CCN(C(=O)Cn3cc(CCCCN)nn3)CC2)nc(N2CCN(C(=O)Cn3cc(CC(C)O)nn3)CC2)n1 (stereo unspecified)	19%	-7%	1%	1%	?	-6%	-11%	85%[activator]	9%
CC(O)(CS(=O)(=O)Cc1ccccc1)c1ccccc1 (stereo unspecified)	3%	?	-3%	1%	37%[activator]	-6%	10%	44%[activator]	1%
CC12CC3CC(C)(C1)CC(CN)(C3)C2	-5%	19%	0%	1%	-1%	-1%	-10%	18%	-7%
COc1cccc(CCNC(=O)c2cc(COc3c(F)cccc3F)on2)c1	27%	0%	0%	-4%	-23%	-8%	-6%	36%	5%
Cc1cc(F)ccc1NC(=O)c1cc(S(=O)(=O)N2CCOCC2)cn1C	13%[57.1 µM]	5%	3%	0%	18%	-7%	-19%	22%	-2%
CC12CCC(=O)N1C(C(=O)OCC(=O)Nc1cc(S(=O)(=O)N3CCCCC3)ccc1Cl)CS2 (stereo unspecified)	-1%	-4%	-1%	4%	17%	-9%	5%	18%	-5%
COc1ccc(CCNC(=O)c2c(O)nc3ccccn3c2=O)cc1	11%	7%	-10%	-3%	-23%	-4%	-16%	8%	2%
O=C(Nc1ccc2oc(-c3ccccc3Cl)nc2c1)c1cncc(Br)c1	61%[activator][57.1 µM]	16%	0%	8%	0%	-7%	-24%	20%	2%
COc1ccc(C(=O)Nc2ccc3c(c2)n(C)c(=O)n3C)cc1OC	9%	44%	3%	8%	-8%	3%	-17%	31%	0%
Cc1ccccc1NC(=S)NCCc1ccc(S(N)(=O)=O)cc1	-19%	3%	-8%	-2%	0%	-10%	0%	39%[activator]	-8%
Fc1ccc(NC(=S)NC2CCN(Cc3ccccc3)CC2)cc1	-8%	3%	-5%	-1%	0%	-3%	-7%	21%	-1%
Cc1nc(N)sc1-c1csc(NCc2ccccc2)n1	-22%	-48%	15%	38%[activator]	-20%	5%	?	-49%	-2%
Cc1c(C(=O)NCCN2CCOCC2)sc2nc(-c3ccc(F)cc3)cn12	24%[11.4 µM]	9%	8%	-18%	2%	-5%	-11%	8%	/
Cc1nc(C)c2c(c1C(F)(F)F)-c1ccccc1C2(F)F	10%	-11%	1%	-2%	4%	8%[11.5 µM]	-5%	40%[activator]	/
CCCN(C(=O)CSCC(=O)Nc1cccc(C)c1)c1c(N)n(Cc2ccccc2)c(=O)[nH]c1=O	-8%	3%	-1%	10%	2%	-2%	-23%	11%	6%
Cc1ccc(S(=O)(=O)N(C)C)cc1NC(=O)c1cccnc1Oc1ccccc1	10%	11%	1%	6%	225%[activator]	-6%	-12%	45%[activator]	-1%
CCn1c(CNC(=O)c2cccs2)nnc1SCC(=O)NCCc1ccccc1	6%	-4%	1%	0%	-26%	-4%	-13%	11%	-1%
CC(=O)C[C@H](O)CC(=O)[C@@H]1OC(=O)[C@H](C)C/C=C\Cc2ccccc21	-29%	-14%	-1%	-8%	?	-8%	2%	63%[activator]	9%
CCc1ccccc1NS(=O)(=O)c1ccc2nc(-c3ccccc3)[nH]c2c1	11%	11%	-7%	14%	-15%	9%	-11%	14%	4%
CC(C)OC(=O)c1ccc(NC(=O)c2cccc(-n3cnnn3)c2)cc1	11%	9%	-2%	8%	172%[activator]	-4%	-10%	37%[activator]	2%
O=C(NC(=S)NCc1ccccc1)c1ccc(Br)cc1	-58%	-27%	-1%	-11%	-104%	i	1%	21%	0%
COc1ccc(C2Nc3ccccc3-n3c(-c4ccccc4)c4c(=O)n(C)c(=O)n(C)c4c32)cc1 (stereo unspecified)	17%	18%	19%	-23%	-27%	-1%	-14%	26%	4%
CCCCN(C(=O)c1ccc(N(C)S(=O)(=O)c2ccc(C)cc2)cc1)c1c(N)n(CC(C)C)c(=O)[nH]c1=O	14%	-1%	0%	-2%	-13%	-1%	-8%	-3%	-2%
Cn1c(=O)oc2cc(S(=O)(=O)NCCC(=O)NC3CCCC3)ccc21	23%	-9%	-1%	-8%	-10%	-6%	-16%	20%	-5%
NNC(=O)[C@H](Cc1ccccc1)NC(=O)Nc1ccc2c(c1)OCCO2	6%	19%	-2%	25%	25%	-1%	-30%	-18%	-5%
Cc1nnc(N2CCC(C(=O)NC(C)C)CC2)c2nn(-c3ccccc3)c(C)c12	6%[57.1 µM]	8%	4%	4%	-28%	8%	-17%	34%	9%
COc1cccc(CNC(=O)c2nnn(CC(=O)Nc3ccc4c(c3)OCO4)c2N)c1	17%	13%	0%	0%	1%	-4%	-32%	29%	17%
Cc1csc(NC(=O)C2CCCN(S(=O)(=O)c3ccc(Br)s3)C2)n1 (stereo unspecified)	12%[57.1 µM]	-47%	8%	-4%	1%	-2%	?	-2%	-3%
Cc1cc([N+](=O)[O-])ccc1NC(=O)C(C)NC1CCCCC1 (stereo unspecified)	6%	-2%	6%	-1%	6%	0%	-20%	12%	-10%
COc1ccc(-c2cc(-c3ccccc3)nc(SC(C)C(=O)O)c2C#N)cc1 (stereo unspecified)	-1%[57.1 µM]	?	-1%	-24%	-23%	-16%	-16%	4%	19%
CN1CCN(CC(=O)N2c3ccccc3C(=O)Nc3cccnc32)CC1	3%[57.1 µM]	?	/	-10%	?	/	/	/	/
Cc1cc(OCC(=O)Nc2ccccc2N2CCCCC2)ccc1C(C)C	12%	-16%	?	7%	-8%	9%	43%[activator]	69%[activator]	1%
COc1ccc(/C=C2\SC(=O)N(CCC(=O)N3CCCCC3CCO)C2=O)cc1 (stereo unspecified)	10%	-41%	-4%	-2%	0%	-11%	-15%	31%	-1%
COc1ccc(NC(=O)Cn2cc(S(=O)(=O)c3ccccc3)c(=O)c3cc4c(cc32)OCO4)cc1	4%	-19%	23%	0%	?	4%	-6%	32%	-2%
CC(C)n1c(O)c(N=Nc2ccc(Cl)nn2)c2ccccc21	-6%	-3%	?	-5%	-6%	-9%	-28%	12%	3%
COc1ccc(NC(C)=O)cc1NC(C)C(=O)Nc1cccc(S(=O)(=O)N2CCOCC2)c1 (stereo unspecified)	21%	0%	4%	13%	133%[activator]	-9%	-13%	33%	-6%
O=C(NCC1CCCO1)C1CCCN1C(=O)Nc1ccccc1[N+](=O)[O-] (stereo unspecified)	-1%	-7%	-1%	-14%	-5%	-6%	-3%	15%	-5%
COc1cc(C=NNC(=O)c2ccc(NS(=O)(=O)c3cccs3)cc2)cc(Br)c1O	4%[2.29 µM]	-13%	-1%	11%	?	-4%	-8%	7%[57 µM]	-2%

Screens (PubChem BioAssay)

The list is partial; rates above refer to the full screens.
